# High-throughput results from PubChem.
# HepG2 tox: kills HepG2 cells in TGF-b inhibitor counter-screen; AID 588856; HepG2 CAGA-GFP viability, ATP luminescence, 18 h; Potency, µM (titrated, usually from 46.1 µM), without a hit: at the highest dose activity change, negative = cytotoxicity, hits mostly cytotoxic; 410,000 compounds, 0.76% hits; further: potency means the concentration at half of the fitted maximal effect; some results filed as inactive show a strong effect at the top dose
#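 CellTiter-Glo luminescence gave cytotoxicity after 18 hours at 37 degrees C. The cells were HepG2 CAGA-GFP in 1% FBS DMEM, stimulated with 500 pg/mL TGF-beta after compound addition. %Activity was normalised to no-cell wells (complete cell-killing) and DMSO (no toxicity), and curves were fitted and classified.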
# EPAC2 ag: agonists of human EPAC2 (RAPGEF4); Q8WZA2; EPAC2 activation, biochemical qHTS; response scale: 100% = 6.5 mM cAMP response; Potency, µM (doses to about 154 µM), inactives show at the top dose activation, most hits filed as activators; 360,000 compounds, 0.079% hits; further: potency means the concentration at half of the fitted maximal effect; nearly all actives have a fitted effect of over 50% in size
# Target sequence (Q8WZA2 whole entry, looked up): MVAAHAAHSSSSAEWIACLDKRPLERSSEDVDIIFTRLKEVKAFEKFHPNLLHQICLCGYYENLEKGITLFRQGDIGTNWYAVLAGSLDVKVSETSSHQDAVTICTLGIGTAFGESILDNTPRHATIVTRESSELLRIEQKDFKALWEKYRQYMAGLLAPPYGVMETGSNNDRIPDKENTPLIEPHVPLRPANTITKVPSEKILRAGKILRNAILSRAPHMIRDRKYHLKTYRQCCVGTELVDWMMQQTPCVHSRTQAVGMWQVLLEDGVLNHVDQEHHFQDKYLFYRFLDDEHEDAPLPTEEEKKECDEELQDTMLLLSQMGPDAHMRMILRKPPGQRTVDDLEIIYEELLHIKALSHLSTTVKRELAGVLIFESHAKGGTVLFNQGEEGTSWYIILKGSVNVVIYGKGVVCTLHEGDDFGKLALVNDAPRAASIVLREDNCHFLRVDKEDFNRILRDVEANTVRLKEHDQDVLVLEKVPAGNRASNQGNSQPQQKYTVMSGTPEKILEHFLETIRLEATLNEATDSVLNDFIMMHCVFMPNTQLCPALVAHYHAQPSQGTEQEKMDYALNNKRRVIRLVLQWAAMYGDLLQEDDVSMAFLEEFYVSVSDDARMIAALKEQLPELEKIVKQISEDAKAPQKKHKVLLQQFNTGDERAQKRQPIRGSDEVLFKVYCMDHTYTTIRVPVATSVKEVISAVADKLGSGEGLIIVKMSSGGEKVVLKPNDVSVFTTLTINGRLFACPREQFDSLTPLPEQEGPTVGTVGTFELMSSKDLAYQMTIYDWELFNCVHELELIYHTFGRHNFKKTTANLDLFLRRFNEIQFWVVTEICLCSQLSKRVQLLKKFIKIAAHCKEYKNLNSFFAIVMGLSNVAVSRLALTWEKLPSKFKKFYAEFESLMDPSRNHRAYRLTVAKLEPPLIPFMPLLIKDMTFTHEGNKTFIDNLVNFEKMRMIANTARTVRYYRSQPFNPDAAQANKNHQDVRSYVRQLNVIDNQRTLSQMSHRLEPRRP
#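 Setup: EPAC2 100 nM, labeled Rap1B complex 250 nM, free GDP 50 uM. Compound titrations pinned in, brief spin, 5 min room temperature incubation. Kinetic fluorescence read over 30 min, normalized to 6.5 mM cAMP.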
# ATXN viability: viability counter-screen for ATXN expression inhibitors; S2 cells (HEK-293 line with an ATXN2-luciferase reporter) viability, CellTiter-Fluor protease fluorescence, 24 h; 400,000 compounds, 0.49% hits; Potency, µM (doses to about 56.7 µM), usual class: cytotoxic; further: potency means the concentration at half of the fitted maximal effect; nearly all actives have a fitted effect of over 40% in size
# TGFb SMAD3 inh: inhibitors of TGF-b signaling; 410,000 compounds, 1.2% hits; HepG2 CAGA-GFP TGF-b/SMAD3 reporter, GFP fluorescence, 18 h; TGF-beta stimulated, 500 pg/mL final; AID 588855; Potency, µM (titrated, usually from 46.1 µM), for inactives: at the top dose activity, negative = inhibition, usual class: inhibitors; further: potency means the concentration at half of the fitted maximal effect; on the % scale 0 is the no-effect control and ±100 the full control effect; nearly all actives have a fitted effect of over 65% in size
#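 HEPG2 CAGA-GFP reporter cells (1000/well, DMEM with 1% FBS) received compounds, then recombinant TGF-beta at 500 pg/mL final for 18 hours at 37 degrees C. Per-cell GFP summed per well was normalised to unstimulated and stimulated DMSO controls before curve fitting.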
# Nrf2 activator: activators of Nrf2 (ARE) signaling. Potency, µM (top dose mostly 46.1 µM), for the others: at the top dose activation, usual class: activators. AREc32 ARE-luciferase reporter (MCF7-derived line), luminescence, 24 h. 410,000 compounds, 0.31% hits; further: potency means the concentration at half of the fitted maximal effect; % of control where 0% means no effect; nearly all actives have a fitted effect of over 65% in size
#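 AREc32_Fluc, 1000 cells/well, OPTI-MEM + 5% FBS, o/n 37 deg C 5% CO2; 23 nL cpd by pin tool, 24 hr; Steady-Glo 30 min RT, luminescence.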
# Nrf2 inh: Nrf2 pathway inhibition; A549 ARE-Fluc reporter, luciferase luminescence, 18-24 h; Potency, µM (series often up to 46 µM), for inactives: at the top dose activity change, negative = inhibition, most hits filed as inhibitors; 360,000 compounds, 2.1% hits; further: potency means the concentration at half of the fitted maximal effect; on the % scale 0 is the no-effect control and ±100 the full control effect; nearly all actives have a fitted effect of over 60% in size
#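 A549 ARE_Fluc cells, 5000/well, 5% FBS OPTI-MEM; compounds in dose-response, 18-24 h at 37 °C/5% CO2; CellTiter-Fluor viability read (Ex 405/Em 525), then BugLite luciferase luminescence = Nrf2 activity.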
# IL-2 act: activates IL-2 in a cell-based reporter assay; activation, % (series mostly up to about 46 µM); 360,000 compounds, 0.065% hits; IL-2 activation reporter assay, cell-based qHTS; stimulated with anti-CD3/CD4/CD28 beads; in transgenic mouse T cells; in the data active means activation above about 50%; inconclusive means mostly about 30% to 49%; further: 0% is about no effect
#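 Readout: EGFP and DsRed signals by fluorescent plate cytometry. Unstimulated transgenic mouse T cells received compound 60 min before antibody-bead stimulation, then incubated 18 h at 37 degrees C.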
# A549 viability: counter-screen for Nrf2 inhibitors: cytotoxicity in A549 cells. A549 ARE-Fluc cells, CellTiter-Fluor viability, 18-24 h. Potency, µM (top dose mostly 46 µM), for the others: at the top dose activity change, negative = cytotoxicity, most hits filed as inhibitors. 390,000 compounds, 0.16% hits; further: potency means the concentration at half of the fitted maximal effect; on the % scale 0 is the no-effect control and ±100 the full control effect
#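 A549 ARE-Fluc cells in 5% FBS OPTI-MEM, 5000 cells/well, rested 2 h then exposed to compounds in concentration-response for 18-24 h at 37 °C. Viability by CellTiter-Fluor fluorescence (Ex 405/Em 525) after 30 min; luciferase luminescence (BugLite, 15 min, RT) read afterwards.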
# ATXN2 expr inh: ATXN2 expression inhibition; HEK-293 ATXN2-luciferase reporter, luminescence, 24 h; Potency, µM (highest dose often 57 µM), for inactives: at the highest dose activity change, negative = inhibition, actives largely listed as inhibitors; 360,000 compounds, 0.72% hits; further: potency means the concentration at half of the fitted maximal effect; on the % scale 0 is the no-effect control and ±100 the full control effect; nearly all actives have a fitted effect of over 55% in size
#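 qHTS (up to 57 uM final) was run with 24 h compound exposure of reporter cells at 37 °C. Each well was multiplexed: SteadyGlo luminescence measured ATXN2-luciferase expression after a fluorogenic Gly-Phe-AFC viability readout (25 uM final).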
# Active calls of the source: *; i = inactive; ? = inconclusive; / = no result given; & = joins results of further samples. Unless noted, the call rests on the fitted dose curve; in most records, active means well fitted curve in the direction sought with a large enough effect; inconclusive means small, poorly fitted or top-dose-only effect, or another doubt; inactive means no such curve, though single readings can be large; an effect the other way counts as inactive or inconclusive.
SMILES,HepG2 tox,EPAC2 ag,ATXN viability,TGFb SMAD3 inh,Nrf2 activator,Nrf2 inh,IL-2 act,A549 viability,ATXN2 expr inh
Cc1cccc(C)c1Nc1nnc(SCc2cc([N+](=O)[O-])cc3c2OCOC3)s1,-25%,11%,i,?,-0.1%,-8%,-0.6,-6%,-17%
C=CCOC(=O)C1=C[C@@H](C2CCCCC2)C[C@@H](OCc2ccc(CO)cc2)O1,-24%,5%,?,?,5.2%,-4%,-0.6,-6%,-13%
Cc1nc2ccccc2n1CCOc1ccccc1,1%,1%,i,-21%,-0.3%,15µM*,0.2,-3%,-10%
Cc1ccc2c(CSc3nc4nc(C)cc(C)n4n3)cc(=O)oc2c1,-4%,6%,i,8%,0.5%,-2%,0.0,0%,-13%
Cc1nn(CC(=O)c2ccc(Cl)cc2Cl)c(C)[n+]1N,3%,3%,?,-3%,-0.1%,-6%,-4.4,-2%,-4%
CCOC(=O)c1c(NC(=O)c2cc3n(n2)C(C(F)(F)F)CC(c2cccs2)N3)sc(C)c1C (configuration not stated),-15%,6%,?,2%,-0.1%,-14%,-0.4,-14%,-14%
NS(=O)(=O)c1cc(C(=O)N=Nc2c(O)[nH]c3ccccc23)ccc1Cl,-22%,4%,i,-26%,0.4%,-12%,1.2,-12%,10%
NC(=O)C1CCN(C(=O)c2cc3n(n2)C(C(F)(F)F)CC(c2ccco2)N3)CC1 (configuration not stated),-4%,23%,i,-13%,0.0%,-22%,-2.7,-1%,10%
O=C(CN1CCN(Cc2ccccc2Cl)C1=O)NC1CCCCCCC1,6%,4%,i,13%,0.0%,-11%,-0.8,-6%,3%
Clc1ccc(Cn2c3c(c4ccccc42)CCc2cc4ccccc4nc2-3)cc1,1%,/,/,6%,/,?,/,?,/
CCOc1ccc(N(CC(=O)NCc2cccs2)S(=O)(=O)c2c(C)noc2C)cc1,-18%,3%,i,-21%,4.7%,11%,2.8,1%,0%
CCOC(=O)C1=C(Cc2ccc(F)cc2)C(=O)c2ccccc2C1=O,-58%,16%,?,27%,9.3%,/,4.4,16µM*,?
O=C(/C=C/c1ccccc1)NCc1ccc2c(c1)OCO2,0%,12%,i,0%,-0.3%,1%,-1.7,-1%,23%
COCCCNC(=O)c1cc(S(=O)(=O)N2CCC3(CC2)OCCO3)ccc1F,4%,-3%,i,-1%,-1.0%,/,-3.7,/,/
CN1CCN(C(=O)CCc2nc(-c3ccc(Cl)cc3)no2)CC1,-11%,2%,i,-3%,2.1%,-1%,-1.5,0%,2%
Cc1noc(C)c1COc1ccccc1C(=O)N(C)CC(=O)Nc1ccc(F)c(F)c1F,4%,5%,i,-4%,0.2%,-4%,0.8,1%,1%
O=C(COC(=O)C1(c2ccc(F)cc2)CCCC1)NCc1ccc2c(c1)OCO2,-37%,12%,?,?,0.0%,?,3.1,-18%,?
O=C(OCCN1CCOCC1)c1ccc2c(c1)OCCO2,-30%,10%,i,4%,-0.1%,?,-2.9,6%,10%
CCN1CCN(CC2COc3ccccc3O2)CC1 (configuration not stated),4%,6%,i,2%,-0.6%,-2%,3.2,1%,0%
CCc1cccc(CC)c1-n1c(SCC(=O)N2CCCc3ccccc32)nc(O)cc1=O,9%,-1%,i,?,-0.8%,-20%,1.0,-3%,1%
CCOC(=O)c1cc2c(=O)n3ccccc3nc2n(Cc2ccco2)c1=NC(=O)c1ccccc1OC,8%&1%,0%,/,6%&-2%,3.0%&0.1%,?,-3.5,?,-4%
O=C(NCC1(N2CCCCC2)CCCCC1)c1cccc(S(=O)(=O)Nc2ccccc2Cl)c1,-7%,2%,i,4%,0.2%,-13%,-0.4,-7%,0%
CCN1C(=O)/C(=C2\SC(=S)N(c3c(C)n(C)n(-c4ccccc4)c3=O)C2=O)c2ccccc21,10%,-8%,?,9%,0.0%,4%,0.6,0%,-20%
CCOC(=O)C1C(=O)NC(N2CCc3ccccc32)=NC1c1ccccc1 (configuration not stated),-20%,5%,i,?,2.9%,/,0.1,1%,-8%
COc1ccccc1-c1nc(S(=O)(=O)c2ccccc2)c(N2CCC(C)CC2)o1,-2%,/,?,?,15%,?,/,-8%,-22%
COc1cc2c(c(OC)c1OC)-c1c(cc3c(c1OC)OCO3)C1OC2[C@@H](C)[C@H]1C (some centres not stated),0%,5%,i,1%,-0.4%,4%,-0.4,-9%,2%
Cc1cc(C(=O)OCC(=O)N2CCN(c3ccccc3)CC2)c2ccccc2n1,9%,1%,i,-19%,-1.3%,5%,3.0,5%,-6%
Cc1ccc(C2/C(=C(/O)c3ccc(Br)cc3)C(=O)C(=O)N2Cc2ccco2)o1 (configuration not stated),-17%,-10%,i,?,3.9%,-4%,0.1,?,3%
CN(Cc1ccc(F)cc1)C(=O)C(c1ccccc1)c1ccccc1,-6%,7%,i,-7%,0.1%,3%,-3.8,-10%,-10%
CC(=O)Nc1ccc(C(=O)CSc2nccc(=O)[nH]2)cc1,-6%,9%,i,-15%,-0.1%,?,1.9,-1%,-2%
CC(=O)Nc1ccc(S(=O)(=O)N2CCN(c3cccc(C)c3C)CC2)cc1,-48%,5%,i,?,0.0%,?,-0.9,-2%,?
N#C/C(=C\c1ccc(-c2ccccc2)cc1)c1nc(-c2ccco2)cs1,3%,-1%,?,8%,-0.8%,?,79*,-4%,?
CCc1ccccc1NS(=O)(=O)c1ccc2[nH]cc(C(=O)N3CCCCC3)c(=O)c2c1,0%,/,i,-1%,-0.8%,-5%,/,12%,14%
Cc1ccccc1OCC(=O)Nc1nc(-c2ccncc2)cs1,-28%,-4%,?,-5%,-0.3%,?,-3.9,3%,-15%
COc1ccccc1-c1nc2cc3ccccc3cc2nc1-c1ccccc1OC,8%,10%,i,-1%,0.5%,0%,0.0,2%,-9%
Cc1cccc2sc(NC(=O)CNS(=O)(=O)c3ccc(Br)s3)nc12,-38%,1%,i,?,5.5%,/,-2.7,1%,-17%
CCC(=Nc1ccc(N)cc1)C1=C(O)C(C(=O)OC)C(C)(C)CC1=O (configuration not stated),-28%,9%,i,?,4.9%,4%,2.1,-23%,12%
COc1ccc(/C=C(\C)C(=O)c2c(C)cc(C)[nH]c2=O)cc1,0%,4%,/,9%,0.7%,9%,0.0,4%,-11%
COc1ccc(N(CCC#N)S(=O)(=O)c2cccc3nsnc23)cc1,5%,-6%,i,?,0.2%,-6%,-1.9,2%,-5%
CCCCNc1cc(NC2CCCCC2)c2c3c(onc13)-c1ccccc1C2=O,-1%,/,i,-15%,1.1%,-5%,/,-5%,0%
CC1=Nc2cc(C(=O)NCCCOC(C)C)ccc2Sc2ccccc21,1%,5%,i,-16%,0.4%,7%,-0.3,-9%,-8%
CC(O)CNC1c2ccccc2CC1O (configuration not stated),-7%,-1%,i,-5%,-0.2%,-9%,1.0,1%,-14%
CCC(Cc1ccccc1)NC(=O)Cn1ncc2c3ccccc3n(Cc3ccc(F)cc3)c2c1=O (configuration not stated),-29%,/,i,?,-0.5%,-24%,/,-18%,13%
COC(=O)c1ccc(C(=O)OC)c(NC(=O)CN(C)Cc2ccccc2)c1,4%,11%,i,6%,3.6%,4%,-2.9,1%,-4%
CC1(C)NC(=O)N(CCCC(=O)Nc2ccc(C(F)(F)F)cc2)C1=O,-12%,6%,i,-1%,0.3%,3%,1.1,-4%,/
C[C@]12CCC(=O)C=C1CCC1C2CC[C@@]2(C)C1CCC21OCCO1 (some centres not stated),1%,6%,i,20%,-0.9%,-29%,-1.1,4%,-19%
CCn1c(SCC(=O)Nc2nnc(C)s2)nc2c(c1=O)SC(C)C2 (configuration not stated),10%,8%,i,-16%,2.8%,-28%,-2.2,2%,-6%
O=C(c1ccc(NS(=O)(=O)c2cccc(C(F)(F)F)c2)cc1)N1CCCC1,-6%,-5%,i,-13%,0.1%,-29%,-0.6,-2%,-8%

# Just Nrf2 activator, for some of the entries so far:
Structure,Nrf2 activator
COc1ccc(N(CCC#N)S(=O)(=O)c2cccc3nsnc23)cc1,0.2%
CC1(C)NC(=O)N(CCCC(=O)Nc2ccc(C(F)(F)F)cc2)C1=O,0.3%

# Other compounds follow.
SMILES,HepG2 tox,EPAC2 ag,ATXN viability,TGFb SMAD3 inh,Nrf2 activator,Nrf2 inh,IL-2 act,A549 viability,ATXN2 expr inh
Cn1cc([N+](=O)[O-])c(C(=O)N2CCCCCC2)n1,2%,6%,i,-3%,0.2%,3%,3.6,7%,-2%
CCOc1ccc(S(=O)(=O)n2ccc(C)n2)c2ccccc12,-5%,20%,i,-24%,-0.3%,23µM*,-3.0,?,6%
CCN(C(=O)Cn1ccc(C(F)(F)F)n1)c1c(N)n(Cc2ccccc2)c(=O)[nH]c1=O,6%,2%,i,?,-0.3%,12%,2.2,1%,-17%
CCc1ccccc1NC(=O)c1sc2nc3c(cc2c1N)CN(Cc1ccccc1)CC3,-24%,/,/,-9%,0.0%,-19%,/,-4%,/
N#C/C(=C\c1coc2ccccc2c1=O)C(N)=S,2%,5%,i,2%,19%,24%,-1.0,0%,-4%
O=C(Nc1ncnc2c1ncn2[C@@H]1O[C@H](/C=C/C(=O)N2CCN(c3ccc(F)cc3)CC2)[C@@H](O)[C@H]1O)c1ccccc1,13%,4%,i,?,-1.1%,/,0.6,/,-5%

# Sorted by the number under IL-2 act (lowest first): 3 of the compounds above.
Compound,IL-2 act
CCOc1ccc(S(=O)(=O)n2ccc(C)n2)c2ccccc12,-3.0
N#C/C(=C\c1coc2ccccc2c1=O)C(N)=S,-1.0
Cn1cc([N+](=O)[O-])c(C(=O)N2CCCCCC2)n1,3.6

# Not a hit list; 4.3% or so of the library scored in one or more.
